Hsp70 activator = switches on Hsp70 transcription; AID 1203; 200,000 compounds, 0.04% hits; HeLa Hsp70 promoter luciferase reporter, luminescence; scaled: vehicle 0, proteasome-inhibitor control 100%; activation, % at 10 µM;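 active means activation above the mean across all tested compounds plus 3 SD, cutoff set per campaign, cut at about 5.5% in these data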;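 further: 100% = MG132 at 30 µM as the positive control and 0% = DMSO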
STAT1 activator = activators of IFN-gamma induced STAT1 signaling | 200,000 compounds, 2.6% hits | activation (% of control), % at 5.5 µM | NIH 3T3 STAT1-luciferase reporter, luminescence; 100% = IFN-gamma alone, no compound;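 active means activation above the screen-wide mean activation plus 3 SD, cut at about 130% in these data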;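 further: raw ratio to IFN-gamma control signal so 100% means no change and 0% no light; values of inactives mirror those of a sister screen read the other way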
STAT3 act = increases IL-6 driven STAT3 reporter signal; U3A cells, IL-6 STAT3-luciferase reporter, luminescence; 100% = signal with IL-6 EC80 alone; AID 871; activation (% of control), % at 5.6 µM; 190,000 compounds, 0.91% hits;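 active means activation above the screen-wide mean of compound activation plus 3 SD, cut at about 130% in these data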;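 further: 0% = background luminescence of wells with medium and substrate only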
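system = STAT3-luciferase reporter U3A cells | reagent = IL-6 stimulus at 33 ng/mL final | timing = 1 h compound pre-exposure, 6 h IL-6 stimulation, 37 °C | measured by = luminescence | evaluation = % activation versus median of IL-6-stimulated wells | control set = IL-6-only wells as 100% reference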
DTT redox prof = compounds producing H2O2 with reducing agent – biochemical, NIH compound library profiling, artefact control for MLSCN library redox annotation, primary screen; DTT-dependent redox cycling H2O2, phenol red/HRP absorbance; 100% = 100 µM peroxide control, 0% = buffer; 200,000 compounds, 0.03% hits; AID 878; activation, % at 10 µM;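 active means activation of at least 50% relative to the plate's high and low controls in the primary single-dose screen; inactive means activation below 50%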;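 further: compound incubated with DTT at 0.8 mM final as the reducing agent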
APP 5'UTR act = activates APP 5'UTR luciferase reporter; activation, % at 2 µM; SH-SY5Y APP 5'UTR luciferase reporter, luminescence; zero percent = DMSO vehicle wells; AID 1276; 190,000 compounds, 1% hits;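 active means activation above a set limit, based on mean plus 3 SD of controls, cut at about 140% in these data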; further: values of inactives mirror those of a sister screen read the other way
TLR4 MyD88 comp = inhibitors of human TLR4-MyD88 binding | O00206+Q99836 | HeLa CL3-4 TLR4/MyD88 BLA complementation, FRET ratio | inhibition, % at 8.4 µM | 200,000 compounds, 0.18% hits; in the data active means inhibition above about 25%;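 further: 0% = vehicle and 100% = reference inhibitor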
Target sequence (O00206 whole entry, looked up): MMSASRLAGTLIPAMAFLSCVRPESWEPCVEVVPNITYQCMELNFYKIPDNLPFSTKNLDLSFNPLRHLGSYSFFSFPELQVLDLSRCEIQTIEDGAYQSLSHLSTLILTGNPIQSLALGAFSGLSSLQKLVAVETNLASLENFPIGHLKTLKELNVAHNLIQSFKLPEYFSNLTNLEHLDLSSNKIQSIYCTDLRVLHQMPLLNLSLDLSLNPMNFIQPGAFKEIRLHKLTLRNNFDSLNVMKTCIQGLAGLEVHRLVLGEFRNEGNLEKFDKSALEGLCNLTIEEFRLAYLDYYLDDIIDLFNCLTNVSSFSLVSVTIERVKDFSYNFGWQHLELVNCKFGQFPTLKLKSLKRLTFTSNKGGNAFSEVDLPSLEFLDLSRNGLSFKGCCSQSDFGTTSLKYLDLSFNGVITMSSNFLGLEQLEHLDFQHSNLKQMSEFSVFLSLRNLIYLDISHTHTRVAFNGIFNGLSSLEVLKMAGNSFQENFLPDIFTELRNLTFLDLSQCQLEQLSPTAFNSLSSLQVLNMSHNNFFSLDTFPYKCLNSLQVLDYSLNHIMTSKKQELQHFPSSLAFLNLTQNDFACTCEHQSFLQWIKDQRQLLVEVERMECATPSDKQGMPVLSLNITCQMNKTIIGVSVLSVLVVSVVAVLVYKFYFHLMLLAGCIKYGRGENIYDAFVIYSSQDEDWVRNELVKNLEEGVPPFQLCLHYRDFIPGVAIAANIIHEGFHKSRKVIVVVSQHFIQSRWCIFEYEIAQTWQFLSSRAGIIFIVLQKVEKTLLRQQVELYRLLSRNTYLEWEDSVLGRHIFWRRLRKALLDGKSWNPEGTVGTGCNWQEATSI
Target sequence (Q99836 whole entry, looked up): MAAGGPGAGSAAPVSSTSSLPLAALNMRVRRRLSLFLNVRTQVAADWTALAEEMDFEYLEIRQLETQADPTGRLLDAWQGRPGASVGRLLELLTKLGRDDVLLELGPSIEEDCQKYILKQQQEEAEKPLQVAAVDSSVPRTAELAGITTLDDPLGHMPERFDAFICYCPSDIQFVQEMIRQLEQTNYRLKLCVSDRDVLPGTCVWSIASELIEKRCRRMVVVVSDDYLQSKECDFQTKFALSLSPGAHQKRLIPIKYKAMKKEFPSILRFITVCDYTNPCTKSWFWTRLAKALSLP
STAT3 inh = reduces IL-6 driven STAT3 reporter signal; U3A cells, IL-6 STAT3-luciferase reporter, luminescence; host cell line lacks STAT1; inhibition, % at 5.5 µM; AID 862; 190,000 compounds, 0.89% hits;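 active means inhibition above the mean inhibition across all screened compounds plus 3 SD, cut at about 44% in these data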;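 further: 0% = DMSO only wells and 100% = 100 µM nifuroxazide control wells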
NF-kB neuron act = raises NF-kB expression in human neuronal cells. 190,000 compounds, 1.6% hits. fold change at 12.5 µM. NF-kB reporter expression; hits give high values; in the data active means fold change above about 3.3
HMGR II inh = E. faecalis class II HMG-CoA reductase inhibition | purified E. faecalis HMGR, NADPH absorbance 340 nm kinetic | inhibition, % at 10 µM | 190,000 compounds, 0.41% hits;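 active means inhibition above a set limit, the median over all tested compounds plus 3 SD, cut at about 9.5% in these data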;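 further: enzyme runs in reverse so mevalonate oxidation gives rising NADPH absorbance; 0% = complete reaction with DMSO and 100% = background rate lacking mevalonate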
STAT1 inh = reduces IFN-gamma driven STAT1 reporter signal; AID 920; inhibition, % at 5.5 µM; 200,000 compounds, 0.35% hits; NIH 3T3 STAT1-luciferase reporter, luminescence;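 active means inhibition above a set limit, the mean inhibition across all tested compounds plus 3 SD, cut at about 34% in these data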;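 further: 0% = IFN-gamma with DMSO and 100% = IFN-gamma with 300 µM nifuroxazide; values of inactives mirror those of a sister screen read the other way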
* = called active by the depositor; / = no result given.

The first 13 entries, ahead of the listing:
Order of results – STAT3 act, STAT3 inh, Hsp70 activator, STAT1 activator, DTT redox prof, STAT1 inh, NF-kB neuron act, APP 5'UTR act, TLR4 MyD88 comp, HMGR II inh
> CCOC(=O)c1nn(-c2ccccc2C)c2nc(CC(C)C)c(C#N)c(=O)n12
  103, 2, -0.1, 100, -2.5, 0, 0.85, 9, 7, -1
> Cc1nc2c([nH]c3ccc(Br)cc32)s1
  80, 27, -0.1, 93, -0.1, 8, 1.2, 1, -3, -4
> COc1ccc(C(=O)Cc2nnc(C)s2)cc1
  101, -2, 0.5, 117, -0.5, -18, 1.5, 50, -12, 0
> O=C(NC(=S)Nc1ccccc1N1CCCCC1)c1ccco1
  100, -5, -0.4, 107, 0.7, -8, 0.8, 27, 7, -1
> COc1cccc(/C=C/C(=O)Nc2cccc(C(C)=O)c2)c1OC
  102, 5, 0.4, 115, -2.0, -17, 1.1, 70, 7, 3
> COc1ccc2c(c1OC)C(=O)OC2C/C(=N\NC(N)=O)c1ccccc1 (stereo not drawn)
  103, -3, -0.3, 87, -3.5, 14, 1.1, -11, 7, -6
> CCc1nnc2sc(-c3ccc(NC(=O)c4ccco4)cc3)nn12
  81, 29, 0.4, 92, -0.3, 8, 0.87, 7, 10, -1
> CCOC(=O)/C=C/C(=O)OCC(=O)Nc1ccc(OC)c(Cl)c1
  92, 6, -0.5, 94, 0.6, 7, 1.2, -4, -10, -3
> CCOc1ccc(N2C(=O)CC(Sc3nc(-c4cccs4)cc(C(F)(F)F)c3C#N)C2=O)cc1 (stereo not drawn)
  94, 8, -0.1, 100, 14, 0, 0.9, 5, 3, -2
> O=C1CN2C(=Nc3ccc(Br)cc3C2c2ccccc2)CCN1 (stereo not drawn)
  90, 12, 0.6, 101, -3.7, -1, 1.1, 1, 0, -9
> CCOC(=O)N1CCN(C(=O)CNCc2cccs2)CC1
  83, 27, 0.1, 95, 0.8, 10, 1.1, -1, 3, 3
> COc1ccc(NS(=O)(=O)c2ccc(N)c(C(=O)O)c2)cc1
  99, 9, -0.4, 100, 0.0, 0, 0.99, 0, -22, 4
> CNc1nc(N)nc(OC(C(F)(F)F)C(F)(F)F)n1
  101, 8, -0.1, 100, -0.4, 0, 0.84, 7, -15, -1

This part in full, from the start:
Order of results – STAT3 act, STAT3 inh, Hsp70 activator, STAT1 activator, DTT redox prof, STAT1 inh, NF-kB neuron act, APP 5'UTR act, TLR4 MyD88 comp, HMGR II inh
> CCOC(=O)c1nn(-c2ccccc2C)c2nc(CC(C)C)c(C#N)c(=O)n12
  103, 2, -0.1, 100, -2.5, 0, 0.85, 9, 7, -1
> Cc1nc2c([nH]c3ccc(Br)cc32)s1
  80, 27, -0.1, 93, -0.1, 8, 1.2, 1, -3, -4
> COc1ccc(C(=O)Cc2nnc(C)s2)cc1
  101, -2, 0.5, 117, -0.5, -18, 1.5, 50, -12, 0
> O=C(NC(=S)Nc1ccccc1N1CCCCC1)c1ccco1
  100, -5, -0.4, 107, 0.7, -8, 0.8, 27, 7, -1
> COc1cccc(/C=C/C(=O)Nc2cccc(C(C)=O)c2)c1OC
  102, 5, 0.4, 115, -2.0, -17, 1.1, 70, 7, 3
> COc1ccc2c(c1OC)C(=O)OC2C/C(=N\NC(N)=O)c1ccccc1 (stereo not drawn)
  103, -3, -0.3, 87, -3.5, 14, 1.1, -11, 7, -6
> CCc1nnc2sc(-c3ccc(NC(=O)c4ccco4)cc3)nn12
  81, 29, 0.4, 92, -0.3, 8, 0.87, 7, 10, -1
> CCOC(=O)/C=C/C(=O)OCC(=O)Nc1ccc(OC)c(Cl)c1
  92, 6, -0.5, 94, 0.6, 7, 1.2, -4, -10, -3
> CCOc1ccc(N2C(=O)CC(Sc3nc(-c4cccs4)cc(C(F)(F)F)c3C#N)C2=O)cc1 (stereo not drawn)
  94, 8, -0.1, 100, 14, 0, 0.9, 5, 3, -2
> O=C1CN2C(=Nc3ccc(Br)cc3C2c2ccccc2)CCN1 (stereo not drawn)
  90, 12, 0.6, 101, -3.7, -1, 1.1, 1, 0, -9
> CCOC(=O)N1CCN(C(=O)CNCc2cccs2)CC1
  83, 27, 0.1, 95, 0.8, 10, 1.1, -1, 3, 3
> COc1ccc(NS(=O)(=O)c2ccc(N)c(C(=O)O)c2)cc1
  99, 9, -0.4, 100, 0.0, 0, 0.99, 0, -22, 4
> CNc1nc(N)nc(OC(C(F)(F)F)C(F)(F)F)n1
  101, 8, -0.1, 100, -0.4, 0, 0.84, 7, -15, -1
> CCOC(=O)C1(CCCc2ccccc2)CCN(C(=O)c2ocnc2C)CC1
  100, 5, -0.1, 95, -1.6, 4, /, 16, -19, 0
> CC(C)CC(C(=O)Nc1oc(-c2ccccc2)c(-c2ccccc2)c1C#N)N1C(=O)c2ccccc2C1=O (stereo not drawn)
  88, 17, 0.1, 86, -0.6, 15, 1.1, 20, 0, -1
> CCOc1ccc(NS(=O)(=O)N(C)C)cc1
  99, 4, -0.1, 97, -0.5, -3, 1.3, 9, 16, -4
> CN1CCc2c(sc3c2c(=O)n(-c2cccc(Cl)c2)c2nncn32)C1
  104, 0, -0.2, 102, 3.1, -2, /, -12, -6, /
> Cc1ccc(NC2=NCC(=O)N2Cc2cccs2)cc1C
  107, 0, -0.1, 111, -0.3, -13, 1.3, 5, 4, -2
> CC(C)n1cc([C@@H]2C[C@H]3CN(Cc4cccc(Cl)c4)C(=O)[C@]34CCCN24)cn1
  97, 6, -0.2, 99, 6.6, 1, 1.1, 16, -4, -2
> COc1ccc(Cl)cc1N(C)C(=O)CCc1nc(-c2ccc(C)cc2)no1
  98, 4, 0.3, 98, 0.5, 2, 0.98, -3, 2, -3
> O=C(Oc1ccc(OC(=O)c2ccco2)c(S(=O)(=O)c2ccc(Br)cc2)c1)c1ccco1
  105, -4, -0.2, 107, -6.5, -8, 0.93, 14, 0, -4
> CCCc1nc2c(C)cc(C)cc2c(N)c1CC
  101, 8, -0.2, 105, 2.3, -3, 0.84, 9, 2, 0
> COc1ccc(CN(Cc2ccco2)S(=O)(=O)c2ccc(S(=O)(=O)N3CCCC3)cc2)cc1
  96, 5, -0.5, 96, 0.5, 5, 0.88, 3, -6, 4
> CNCc1cc2ccc(C)cc2[nH]c1=O
  106, -5, -0.1, 95, 2.7, 5, 0.91, -6, 0, 0
> O=c1c(Cc2ccc(Cl)cc2)c(O)ccn1Cc1cccc(Cl)c1
  105, 0, -0.1, 103, 2.1, -4, 0.97, -2, -1, -1
> COCCn1c(SCC(=O)NCc2ccco2)nnc1C(C)C
  98, 3, -0.4, 99, -0.1, 1, 1.3, 26, -10, 0
> O=C(COc1ccc(=O)n(-c2ccccc2)n1)Nc1ccccc1
  104, 0, -0.2, 109, -0.4, -10, 1.2, -19, -18, -5
> COc1ccc(CNC(=O)C(C)NC(=O)c2cc3ccccc3o2)cc1 (stereo not drawn)
  98, 7, -0.1, 97, 1.5, 4, 0.92, 9, -1, -3
> CCOC(=O)N1CCN(C(=O)c2ccc(C)c(S(=O)(=O)Nc3cccc(C)c3C)c2)CC1
  106, -8, -0.5, 91, 3.1, 10, 0.93, 14, 0, -3
> O=C(C(Cc1ccccc1)n1cccc1)N1CCN(C2CCCCC2)CC1 (stereo not drawn)
  98, 11, -0.3, 100, -1.0, 0, 1.1, 8, -11, 2
> CCOc1ccc(Cc2nc(C)c(CC(=O)N3CCCCC3)c(=O)[nH]2)cc1
  100, 2, -0.3, 91, 1.8, 9, 1.1, -4, 9, 1
> CCCC1O[C@@H]2CC3C4CCC5=CC(=O)C=C[C@]5(C)C4C(OC(C)=O)C[C@]3(C)[C@]2(C(=O)COC(C)=O)O1 (stereo partly drawn)
  103, -1, -0.6, 104, 0.0, -4, 1.1, 10, -8, -2
> Clc1cccc(CSc2ccc(-c3ccco3)nn2)c1
  88, 19, 0.0, 110, -0.1, -10, 1.2, 22, 3, -4
> Cc1cc2cc3c(cc2nc1SCC(=O)Nc1c(C)cccc1C)CCC3
  104, -4, -0.4, 102, -7.0, -2, 0.99, 6, 5, -1
> COc1cccc(C(=O)O/N=C(\N)c2ccc([N+](=O)[O-])cc2)c1
  81, 25, -0.1, 117, -3.8, -19, 2, 54, -5, 0
> Cc1onc(C(=O)N2CCN(c3ccccc3F)CC2)c1-c1ccccc1Cl
  102, -2, -0.1, 96, -0.1, 4, 1, 7, -17, -3
> COc1cc(NC(=O)c2cc(-c3cccs3)on2)cc(OC)c1OC
  92, 14, 0.0, 100, 1.8, -1, 1.1, -2, 6, -2
> CCn1c(SCC(=O)c2ccc(Cl)cc2)nnc1-c1ccoc1C
  93, 13, -0.3, 98, 0.6, 3, 1.7, 4, -3, 4
> NNC(=O)C1=NOC2COC3(CCN(c4ncccn4)CC3)OCC12 (stereo not drawn)
  95, 13, -0.2, 94, -0.7, 6, 1.1, 0, -21, -4
> Cc1ccc(C)c(C2=NNC(=NCc3ccccc3)SC2)c1
  104, 0, -0.3, 108, -1.0, -9, 1.1, 6, 5, -3
> COc1ccc(C2OC(=O)CC2C(=O)NC2CCCC(C)C2C)cc1OC (stereo not drawn)
  101, 3, -0.2, 99, 0.2, 1, 1.2, 7, 0, -3
> O=C(Nc1nnc(-c2cccs2)o1)c1ccc(S(=O)(=O)N2CCOCC2)cc1
  101, 0, -0.2, 100, 0.3, 1, 1.1, 4, -9, -3
> CCOC(=O)N1CCC(=NNC(=O)c2ccc(O)cc2)CC1
  100, -6, -0.3, 102, 0.6, -2, 1.4, 32, 3, -8
> C=CC(=O)NC(NC(=O)C=C)c1ccc(Br)cc1
  92, 18, -0.1, 97, 1.0, 4, 3.3*, -1, 10, 2
> Cc1nc(SCc2ccc(Cl)c(Cl)c2)ncc1C(=O)O
  97, 6, -0.1, 99, -1.0, 1, 1.3, 3, 6, -2
> CC(NC(=O)CN1CCN(c2ncccn2)CC1)c1ccc(F)cc1 (stereo not drawn)
  104, 0, 0.0, 104, 2.0, -5, 0.96, 5, -8, -4
> COc1ccccc1/C=C/C1=NC(=C\C=C/c2ccccc2)/C(=O)O1
  95, 3, -0.2, 95, 0.4, 6, 1.1, -17, 0, -4
> O=C(OC1CCOC1=O)c1ccc2ncsc2c1 (stereo not drawn)
  96, 9, -0.3, 103, -0.8, -5, 0.95, -1, 3, -4
> CC1(C)CC(=O)c2sc(NC(=O)C3COc4ccccc4O3)nc2C1 (stereo not drawn)
  107, 1, -0.1, 110, -0.5, -11, 1.6, -10, -2, -6
> COc1ccc(Br)c(C(=O)NC2CCCC2)c1
  100, 8, -0.2, 104, 0.0, -4, 1.3, -8, 2, -3
> O=C(CCCN1C(=O)c2ccccc2C1=O)NCc1ccco1
  100, 1, 0.1, 98, -0.1, 5, 1.1, -6, 5, -2
> Cc1ccc(CNC(=O)Cn2c(=O)n(-c3ccccc3)c(=O)c3sccc32)cc1
  112, -14, -0.2, 86, -2.7, 13, 1.2, -4, -16, 3

High-throughput results from PubChem BioAssay.
